aDG glyco act = alpha-DG glycosylation activation; Pro5-aDG cells, alpha-DG glycosylation AlphaScreen (IIH6); 0% Pro5, 100% B10-LARGE cell signal; activation, % at 10 µM; hit rate 0.22% among 360,000; AID 624168;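 active = activation of at least 8% versus controls, or a plate z-score of at least 8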;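 note: Pro5 are CHO cells carrying HIG-tagged alpha-DG that lacks glycosylation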
PDI turbidity = PDI (human) enzyme inhibition | P07237 | PDI insulin aggregation turbidity, A650, 90 min | inhibition, % at 10 µM | hit rate 0.052% among 350,000 | AID 588391;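 active = mean inhibition across replicates of 30% or more, whatever share of single replicates reach that level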;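 note: absorbance from insulin aggregation driven by PDI reduction with DTT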
Target sequence (P07237 whole entry, looked up): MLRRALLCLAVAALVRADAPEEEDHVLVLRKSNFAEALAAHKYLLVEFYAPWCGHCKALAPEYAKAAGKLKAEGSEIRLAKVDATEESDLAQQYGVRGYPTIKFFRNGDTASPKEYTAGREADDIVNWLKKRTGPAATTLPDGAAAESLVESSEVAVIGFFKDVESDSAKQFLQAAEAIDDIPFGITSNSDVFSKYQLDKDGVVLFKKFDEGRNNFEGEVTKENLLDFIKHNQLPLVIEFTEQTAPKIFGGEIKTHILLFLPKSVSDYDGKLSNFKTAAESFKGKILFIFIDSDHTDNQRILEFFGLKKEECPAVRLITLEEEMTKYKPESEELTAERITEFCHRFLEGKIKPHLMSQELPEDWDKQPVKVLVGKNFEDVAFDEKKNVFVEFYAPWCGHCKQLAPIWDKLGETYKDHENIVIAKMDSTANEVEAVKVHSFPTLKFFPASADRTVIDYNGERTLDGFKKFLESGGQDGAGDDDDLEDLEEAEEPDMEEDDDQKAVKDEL
MITF TRPM1 inh = inhibitors of MITF-driven TRPM1 promoter in melanoma cells; SK-MEL-5 TRPM1 promoter luciferase, 24 h; inhibition, % at 12.5 µM; hit rate 0.83% among 330,000;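 active = mean inhibition across replicates of 60% or more, whatever share of single replicates reaches that level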; note: values of inactives mirror those of a sister screen read the other way
CaV13 ICDI inh = Disruptors of the CACNA1D IQ motif to Ca2+-dependent inactivation inhibitor domain association, primary screening, Förster resonance energy transfer in intact living …. HEK cells, CFP/YFP FRET ICDI-IQ, plate reader, 10 min; percent FRET-ratio fall versus neutral wells. inhibition, % at 12.3 µM. hit rate 0.098% among 340,000;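 active = mean replicate inhibition of at least 30% and at least 1% of replicates passing that level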;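 note: 0% = median of the neutral control wells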
HIF-2a inh = blocks HIF-2a reporter activity | hit rate 0.72% among 360,000 | 786-0 RCC cells HIF-2a reporter, luciferase luminescence, overnight | inhibition, % at 18.8 µM;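 active = inhibition of the luminescence signal of 40% or more relative to plate controls, in a single-dose primary screen at 18.75 µM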
Vif imaging = inhibitors of HIV Vif. hit rate 0.35% among 340,000. inhibition, % at 7.49 µM. HEK293T cells, Vif self-association by quenched fluorescence, imaging, 24 h. AID 602346; in the data active = inhibition above about 50%, passing the limit was not always enough; note: some results filed as inactive read as strong as hits
Peg3 promoter = inhibitors of Peg3 promoter | HeLa PEG-Prom luciferase reporter, luminescence, overnight | inhibition, % at 20 µM | hit rate 1.7% among 360,000 | AID 588405;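 active = inhibition of at least 50% at 20 µM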
NR2E3 ag-1 = NR2E3 (human) agonism. hit rate 0.12% among 320,000. GST-NR2E3/biotin-RetCOR TR-FRET, 1536-well. AID 2300. Q9Y5X4. inhibition of corepressor binding, % at 4.78 µM;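 active = percent inhibition above the cutoff of mean plus 3 SD of all tested compounds, set per screening campaign, cut at about 20% in these data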;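 note: 0% = DMSO wells and 100% = biotin wells as full block of FRET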
Target sequence (Q9Y5X4 whole entry, looked up): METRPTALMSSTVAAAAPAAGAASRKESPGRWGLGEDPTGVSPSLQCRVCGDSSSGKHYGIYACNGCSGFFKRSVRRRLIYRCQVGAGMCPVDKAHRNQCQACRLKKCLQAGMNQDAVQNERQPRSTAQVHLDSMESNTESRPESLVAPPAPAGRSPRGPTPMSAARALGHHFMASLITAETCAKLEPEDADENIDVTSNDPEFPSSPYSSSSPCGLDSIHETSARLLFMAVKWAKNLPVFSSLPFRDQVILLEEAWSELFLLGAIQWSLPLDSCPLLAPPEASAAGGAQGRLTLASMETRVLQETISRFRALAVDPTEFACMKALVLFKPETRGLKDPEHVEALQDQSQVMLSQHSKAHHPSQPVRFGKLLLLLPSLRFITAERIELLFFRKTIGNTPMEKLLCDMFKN
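Format: 1536-well format; test system: GST-NR2E3 and biotin-RetCOR proteins; read-out basis: percent inhibition of TR-FRET ratio; timing: 5 h incubation at 4 °C; detection: time-resolved FRET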
iPSC survival up = increases survival of single human iPS cells; hiPSC single-cell survival, ATPlite luminescence; 100% = ROCK inhibitor wells, 0% = DMSO; survival enhancement, % at 20 µM; hit rate 0.044% among 360,000; AID 602274; in the data active = survival enhancement above about 18%;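 note: cells exposed to compounds for 16 hours before the ATP read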
Exocytosis inh = blocks lytic granule exocytosis | TALL-104 LAMP-1 surface exposure, flow cytometry; cells stimulated with thapsigargin and PMA | inhibition, % at 10 µM | hit rate 0.66% among 360,000 | AID 651702;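 active = inhibition above about 55%, limit read from the data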
NR2E3 ag-2 = agonists of human NR2E3 nuclear receptor. CHO-S Gal4-NCOR/VP16-NR2E3 two-hybrid, luciferase. inhibition of corepressor binding, % at 3.98 µM. hit rate 0.35% among 360,000. AID 602229;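 active = inhibition above the mean of all tested compounds plus 3 SD, cut at about 70% in these data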;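 note: 0% = DMSO with NR2E3 transfected cells and 100% = cells lacking NR2E3 construct; higher means lower luciferase signal from less NR2E3 corepressor binding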
Active calls of the source: *; . = not tested or not shown.

Fields – NR2E3 ag-1, iPSC survival up, Peg3 promoter, PDI turbidity, CaV13 ICDI inh, aDG glyco act, NR2E3 ag-2, MITF TRPM1 inh, Vif imaging, HIF-2a inh, Exocytosis inh
1: CCCCNC(=O)C(=O)c1ccccc1NC(C)=O
 : -5, -4.6, 9, 1, ., -0.1, -28, 4, -7, 13, 0
2: COc1cc(C2C(C(=O)c3ccc(C)o3)=C(O)C(=O)N2CCN2CCOCC2)ccc1OCCC(C)C (stereo unspecified)
 : ., -0.2, 17, 5, -6, 0.0, -33, -1, -5, 2, 1
3: O=S(=O)(NCCc1ccccc1)c1cccs1
 : 0, -0.5, -7, -3, -2, 0.0, -22, -4, 1, 3, 2
4: COc1cccc(Nc2nn3c(=O)c4ccccc4nc3s2)c1
 : 4, -3.2, -285, 1, ., 0.0, -77, -122, -5, -262, -3
5: CCCCN(Cc1nc2ccccc2c(=O)[nH]1)C(=O)COc1ccc(F)cc1Cl
 : -1, 4.0, 12, -1, -6, 0.4, -21, -3, -11, 7, 1
6: O=C(NCC1CCCCC1)c1ccc(Br)o1
 : 1, 0.3, -4, 2, -5, 0.0, -3, 2, 1, -20, 0
7: COc1ccc(-c2cc(C(F)(F)F)nc(SCC(=O)NCc3cnn(C)c3C)n2)cc1OC
 : -1, 1.2, 3, 10, -5, 0.3, -25, 1, 7, 8, 5
8: COc1cccc(N2CCN(CC(=O)c3c(C)[nH]c4ccccc34)CC2)c1
 : -10, -0.8, 7, 3, -6, 0.7, -2, 2, 1, 18, 1
9: CCOc1ccccc1C(C(=O)NC1CCCCC1)N(C(=O)c1csnn1)C1CC1 (stereo unspecified)
 : -1, -0.8, 10, 3, -2, -0.1, 1, -13, 0, 10, -9
10: COc1cc(-c2cc(-c3ccccc3)nc(SCC(=O)Nc3nccs3)c2C#N)cc(OC)c1OC
 : 9, 3.7, -3, -3, ., -0.3, 11, 6, -21, 16, 1
11: O=[N+]([O-])c1cc(S(=O)(=O)N2CCCC2)ccc1NN=C1CCCCC1
 : 2, 4.0, 2, -2, -6, -0.1, -13, 7, 2, 18, 11
12: COC(=O)c1ccccc1OCCCCN1CC(C)OC(C)C1 (stereo unspecified)
 : 5, -1.0, 0, 7, -6, 0.1, -7, 2, -2, 10, -4
13: NC(=S)n1[nH]c(-c2ccc([N+](=O)[O-])cc2)c(N=Nc2cccc([N+](=O)[O-])c2)c1=O
 : ., 3.8, 49, 16, -5, -0.7, -13, 15, -29, -51, 18
14: COCCn1nnnc1C(c1cccs1)N1CCN(c2cccc(C(F)(F)F)c2)CC1 (stereo unspecified)
 : -3, -1.3, 12, -3, ., 0.0, -20, 3, 18, 17, 0
15: COc1ccccc1CNC(=O)CC1C(=O)NCCN1C1Cc2ccccc2C1 (stereo unspecified)
 : -2, 0.2, 0, -2, -4, -0.4, -34, 19, -5, 9, 3
16: CC1CCN(S(=O)(=O)c2ccc(NC(=O)C3CC(=O)N(c4ccccc4)C3)cc2)CC1 (stereo unspecified)
 : 3, -0.3, 11, -7, -7, 0.4, 41, 26, 5, 7, -3
17: C/C(Cc1ccccc1)=N\NC(=O)CNC(=O)c1ccc(Br)cc1
 : 3, 0.2, -11, -4, -3, 0.2, 25, 8, -3, 23, -4
18: CN1/C(=C/c2cccc[n+]2C)Sc2ccccc21
 : 0, -0.9, 38, 10, -4, 0.0, 22, 18, 118*, -3, -6
19: C[C@H]1CN([C@@H](C)CO)C(=O)CCCn2nncc2CO[C@H]1CN(C)C(=O)Nc1cccc2ccccc12
 : ., -0.1, -1, ., -8, 0.6, 3, ., 38, 2, 2
20: C=C(C)Cn1c(N2CCC(Cc3ccccc3)CC2)nc2c1c(=O)[nH]c(=O)n2C
 : -2, 1.1, 5, 0, -5, 0.6, 25, -3, 9, 26, 4

Later entries.
Fields – NR2E3 ag-1, iPSC survival up, Peg3 promoter, PDI turbidity, CaV13 ICDI inh, aDG glyco act, NR2E3 ag-2, MITF TRPM1 inh, Vif imaging, HIF-2a inh, Exocytosis inh
21: CCOc1ccc(-n2c(-c3ccc(Cl)cc3)c[n+]3c2SCC3)cc1
 : -1, 0.7, 3, 0, 0, 0.2, -9, 58, 0, 6, -1
22: Cc1nc2ccccc2nc1OCC(=O)Nc1ccc2ccccc2c1
 : 1, 1.0, 10, 6, -19, 0.0, -15, 14, -2, 10, -2
23: O=C(COC(=O)c1ccccc1NC(=O)c1ccco1)Nc1ccc2c(c1)OC(F)(F)O2
 : 0, 0.0, 6, -2, -5, -0.1, -2, 8, 10, 18, 0
24: Cc1cc(C)nc(Sc2c(F)c(F)c(C(F)(F)F)c(F)c2F)n1
 : -6, 5.3, 7, 16, -6, -0.3, 3, 13, 4, 8, -2
25: CC1CCCCC12NC(=O)N(CC(=O)NCCc1ccccc1)C2=O (stereo unspecified)
 : ., 0.7, -21, -1, -6, 0.0, -16, -14, -11, -3, -3
26: COc1ccc(Cl)cc1C(=O)NNC(=O)CCNS(=O)(=O)c1ccccc1
 : ., -2.1, 13, 15, -6, -0.1, -4, 25, -2, 19, 1
27: COc1ccc(C(=O)NNC(=O)Cc2nc3nc(C)cc(C)n3n2)cc1
 : -2, 2.3, 1, -2, -6, -0.3, -13, -21, 0, -4, -1
28: COc1ccc(NC(=O)CSc2ccccn2)cc1OC
 : 2, 6.8, -13, -5, ., 0.1, 0, 5, 9, -22, -1
29: C/C(=C\C(=O)C(F)(F)F)Nc1cc(C)cc(C)c1
 : 1, 0.4, 2, 4, ., -0.4, -12, -9, 3, 1, 0
30: O=C(O)CCn1c2c(c3ccccc31)CCCC2
 : 0, -1.3, 7, -10, -9, 0.0, 2, 5, 6, 13, 2
31: O=C(NCC1CCCO1)c1ccc(CNS(=O)(=O)c2ccc(F)c(Cl)c2)cc1 (stereo unspecified)
 : 4, -0.7, 12, 3, -7, 0.4, -5, 7, 4, 13, 1
32: COc1ccccc1CN1C(=O)CCC1(C)C(=O)NC1CCCCCC1 (stereo unspecified)
 : -7, -0.5, 6, 7, -7, 0.5, -21, -8, -2, 9, -5
33: COc1ccc(NC(=O)COC(=O)c2ccc(-n3cnnn3)cc2)cc1Cl
 : -4, -0.4, -16, 6, -6, 0.2, 0, -12, 3, 4, -3
34: O=C(NCc1ccncc1)[C@@H]1CCCN1C(=O)[C@H]1CCCN1C(=O)c1c(F)cccc1F
 : ., -0.3, ., ., -5, -0.1, -1, ., ., -5, -3
35: C[N+]1(CCNC(=O)/C=N/O)CCCCC1
 : 2, -0.1, 17, 6, -1, -0.1, -8, 11, ., 8, -4
36: COCCNC(=O)c1cc(-c2ccccn2)nc2ccc(S(=O)(=O)N3CCC(C)CC3)cc12
 : 20*, -0.5, -11, 4, -2, -0.3, 10, 9, -4, 5, -2
37: COC(=O)CC(NC(=O)c1ccco1)c1ccc(C(C)C)cc1 (stereo unspecified)
 : 3, -1.4, -14, -8, ., 0.1, -19, 3, -7, 10, 5
38: C=CCNC(=S)N1CCOCC1
 : 2, -0.1, -1, -1, -7, -0.1, 9, -3, 12, 22, 4
39: COc1ccc(-c2nc(CN3CCN(c4ncnc5ccccc45)CC3)c(C)o2)c(OC)c1
 : 4, -2.4, 19, -3, -8, 6.0, 46, 32, -5, 13, 23
40: Cc1cccc(N2CCN(S(=O)(=O)c3cccs3)CC2)c1C
 : -4, -0.4, 15, 17, -3, -0.1, -32, -9, 1, 4, 30

Results in Exocytosis inh and CaV13 ICDI inh, for some of the entries so far:
cpd	canonical_smiles	Exocytosis inh	CaV13 ICDI inh
37	COC(=O)CC(NC(=O)c1ccco1)c1ccc(C(C)C)cc1 (stereo unspecified)	5	.
38	C=CCNC(=S)N1CCOCC1	4	-7

(further entries)
Fields – NR2E3 ag-1, iPSC survival up, Peg3 promoter, PDI turbidity, CaV13 ICDI inh, aDG glyco act, NR2E3 ag-2, MITF TRPM1 inh, Vif imaging, HIF-2a inh, Exocytosis inh
41: CC(C)(C)Nc1nc(Cl)nc(NCCN2CCOCC2)n1
 : 0, -0.5, 12, -1, -15, 0.2, -36, -13, 13, 10, 0
42: C=CCN=C1SCC(=O)N1S(=O)(=O)c1ccccc1
 : 2, -0.5, 4, 2, -4, -0.1, -10, -2, 10, 13, -3
43: COc1ccccc1OCCNC(=O)c1ccc(NC(=O)CC2SC(N3CCCC3)=NC2=O)cc1 (stereo unspecified)
 : ., 0.0, 5, -8, -5, 0.1, 5, ., -1, 7, -2
44: Cc1ccsc1/C=N/Nc1nc2ccccc2s1
 : -2, -2.9, -252, -3, -5, -0.3, -141, -38, ., -142, -2
45: C/C(=N\NC(=O)C1CC1)c1ccc(OC(F)F)cc1
 : -2, -0.2, -16, -14, -5, 0.0, -24, -1, -5, -18, -12
46: Cc1ccc(CNC(=O)CS(=O)Cc2nc(-c3ccccc3C)oc2C)cc1 (stereo unspecified)
 : -1, 1.4, 0, ., -5, -0.1, 9, 9, -8, 0, 7
47: CC(=O)Nc1ccc(SCCN2CC[C@@H](C(C)(C)C)CCC2=O)cc1
 : 0, -0.9, -23, -8, -4, -0.1, -12, -13, -1, -117, -2
48: COc1ccc(CCNC(=O)COc2ccc3c(c2)OCO3)cc1
 : 0, -0.4, -10, -15, -6, -0.2, 2, -6, 0, -11, 1
49: CCCN(Cc1nnc(-c2ccccc2Cl)o1)C(=O)c1cc([N+](=O)[O-])cc([N+](=O)[O-])c1
 : 4, 0.6, 2, -7, -5, 0.4, -24, 24, -7, -4, 0
50: CC1CN(CC(O)COC2CCC(C(C)(C)C)CC2)CC(C)O1 (stereo unspecified)
 : 0, 0.9, 14, 9, 4, -0.1, -21, -8, 1, 4, 6
51: Cc1ccc(CNC(=O)CCS(=O)(=O)c2cc3c(cc2Cl)NC(=O)CO3)o1
 : 2, 0.7, -7, ., -4, 0.4, -43, 17, 1, 4, 0
52: COc1ccccc1-c1cc(C(=O)N/N=C/c2ccoc2)c2ccccc2n1
 : 0, -0.2, 33, 7, -6, 0.2, 4, -3, -7, 21, -4
53: Cc1ccccc1OCC(O)CN1CCCCC1 (stereo unspecified)
 : -1, 3.5, 6, 8, -3, 0.0, -23, ., 1, 2, -5
54: CCn1c(SCC(=O)NNC(=O)c2ccc(C)cc2)nnc1C1CC1
 : -1, -0.6, -1, -5, -3, 0.2, 19, 5, 7, -1, -9
55: CC(=O)c1cnc(Nc2nc(C)c3cc(C)c(C)cc3n2)nc1C
 : 3, -1.9, -18, -6, -4, 1.2, -33, 2, 7, -20, 4
